Compound activity (PubChem)
EPAC1 ag – activates human EPAC1 exchange factor; O95398; EPAC1 agonist qHTS, biochemical assay; response scale: 100% = response to 6.5 mM cAMP; Potency, µM (doses to about 154 µM), without a hit: top-dose activation, actives largely listed as activators; 360,000 tested, 0.073% active; AID 720707; further: potency means the concentration at half of the fitted maximal effect; nearly all actives have a fitted effect of over 60% in size
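Nucleotide exchange assay: 100 nM EPAC1 with 250 nM Rap1B loaded with BODIPY-GDP and 50 uM GDP, room temperature. Fluorescence (480/540 nm) read every 5 min for 30 min; signal change normalized to 6.5 mM cAMP as full agonist.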
IL-2 act – activators of IL-2 | IL-2 activation reporter assay, cell-based qHTS; stimulated with anti-CD3/CD4/CD28 beads; in transgenic mouse T cells | activation, % (series mostly up to about 46 µM) | 360,000 tested, 0.065% active; in the data active means activation above about 50%; inconclusive means mostly about 30% to 49%; further: 0% is about no effect
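Readout is EGFP and DsRed signal by fluorescent plate cytometry after 18 h at 37 degrees C. Transgenic mouse T cells (750/well) received compound for 60 min before bead stimulation (anti-CD3, anti-CD4, anti-CD28); memory T cells served as non-tolerant control.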
PLK1 PBD inh – PLK1 (human) polo-box domain binding inhibition; P53350; Plk1 PBD binding of FITC phosphopeptide, fluorescence polarization; Potency, µM, without a hit: max response, negative = inhibition, usual class: inhibitors; 360,000 tested, 2.8% active; AID 720504; further: potency means the concentration at half of the fitted maximal effect; series mostly up to about 57 µM; on the % scale 0 is the no-effect control and ±100 the full control effect; nearly all actives have a fitted effect of over 65% in size
Target sequence (P53350 whole entry, looked up, the tested form may be a part): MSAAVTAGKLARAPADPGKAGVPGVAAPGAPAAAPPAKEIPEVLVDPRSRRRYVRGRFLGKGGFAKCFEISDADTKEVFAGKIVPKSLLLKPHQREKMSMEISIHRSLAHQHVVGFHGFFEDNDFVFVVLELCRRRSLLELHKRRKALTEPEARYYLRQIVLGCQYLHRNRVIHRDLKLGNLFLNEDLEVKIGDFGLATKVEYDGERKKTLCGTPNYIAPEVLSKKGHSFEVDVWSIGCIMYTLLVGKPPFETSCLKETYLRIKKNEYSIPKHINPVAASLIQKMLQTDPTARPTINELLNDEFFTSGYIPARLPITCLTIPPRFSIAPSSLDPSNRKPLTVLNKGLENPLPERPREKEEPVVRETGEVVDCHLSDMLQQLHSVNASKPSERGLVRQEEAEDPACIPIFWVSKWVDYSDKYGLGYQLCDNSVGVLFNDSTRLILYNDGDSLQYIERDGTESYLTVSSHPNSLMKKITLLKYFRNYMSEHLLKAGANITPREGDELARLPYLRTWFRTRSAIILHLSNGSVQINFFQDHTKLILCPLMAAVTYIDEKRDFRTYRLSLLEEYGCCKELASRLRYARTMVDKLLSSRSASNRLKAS
Abeta yeast res – A-beta toxicity reversal in yeast; yeast expressing A-beta42, growth rescue, OD600, 48 h; response scale: 0% DMSO, 100% iron-clioquinol control; Potency, µM (series often up to 46.1 µM), for inactives: at the top dose growth rescue, most hits filed as activators; 410,000 tested, 0.063% active; further: potency means the concentration at half of the fitted maximal effect; nearly all actives have a fitted effect of over 55% in size
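Growth rescue measured by 600 nm absorbance after 48 h yeast culture at 30 C with compound. Values normalized between DMSO and an equimolar ferric chloride plus clioquinol control.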
EPAC1 antagonist – antagonists of human EPAC1; AID 720709; Potency, µM (top dose mostly 115 µM), for inactives: at the top dose activity change, negative = inhibition, actives largely listed as inhibitors; 360,000 tested, 0.14% active; EPAC1 GEF assay, Rap1b-BODIPY-GDP exchange fluorescence;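 further: potency means the concentration at half of the fitted maximal effect; plate controls were vehicle for no effect and positive control for full effect; nearly all actives have a fitted effect of over 50% in size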
FUS suppressor – FUS proteinopathy suppression in yeast; Potency, µM (top dose mostly 76.6 µM), inactives show top-dose growth rescue (activation), most hits filed as activators; AID 1347120; S. cerevisiae FUS-expressing, growth rescue, OD600, 24 h; 390,000 tested, 0.24% active;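 further: potency means the concentration at half of the fitted maximal effect; plate controls were DMSO vehicle for no effect and reference control for full effect; nearly all actives have a fitted effect of over 55% in size; some results filed as inactive show a strong effect at the top dose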
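S. cerevisiae expressing FUS from galactose induction served as the toxicity model. Growth after 24hr at 30C, read as absorbance at 600 nm, indicates suppression of toxicity; compounds dosed at several concentrations.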
PI5P4Ka inh – PI5P4K alpha (human) kinase inhibition; P48426; PI5P4Kalpha enzyme, ADP-Glo luminescence, 60 min; stronger effect = lower value; max response, %; 330,000 tested, 1.2% active; AID 652105; active means max response of -50% or lower; inconclusive means between -30% and -50%; inactive means -30% or higher; further: value at the top dose of about 77 µM; on the % scale 0 is the no-effect control and ±100 the full control effect
Target sequence (P48426 whole entry, looked up): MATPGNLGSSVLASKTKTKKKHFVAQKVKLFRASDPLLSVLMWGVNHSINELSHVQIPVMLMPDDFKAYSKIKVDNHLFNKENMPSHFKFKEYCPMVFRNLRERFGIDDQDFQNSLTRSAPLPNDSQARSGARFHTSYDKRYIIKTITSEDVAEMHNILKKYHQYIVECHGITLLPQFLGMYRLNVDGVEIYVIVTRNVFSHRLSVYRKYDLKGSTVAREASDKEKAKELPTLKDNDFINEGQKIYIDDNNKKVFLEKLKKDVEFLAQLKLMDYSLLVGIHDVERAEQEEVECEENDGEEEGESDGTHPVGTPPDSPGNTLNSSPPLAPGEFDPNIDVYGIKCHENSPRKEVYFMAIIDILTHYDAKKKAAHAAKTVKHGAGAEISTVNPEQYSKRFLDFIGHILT
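Enzyme plus substrate dispensed, test compounds pinned in, then ATP (5 microM final) added. After 60 min at RT, ADP-Glo reagent 1 for 45 min and reagent 2 for 30 min preceded luminescence imaging.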
WRN inhibitor – inhibitors of human WRN helicase; WRN helicase unwinding, fluorescent forked duplex, kinetic; Q14191; Potency, µM (doses to about 114 µM), without a hit: at the highest dose activity change, negative = inhibition, hits mostly inhibitors; 360,000 tested, 0.46% active; further: potency means the concentration at half of the fitted maximal effect; on the % scale 0 is the no-effect control and ±100 the full control effect; nearly all actives have a fitted effect of over 55% in size
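Screening of the MLSMR collection measured strand separation of a quenched forked DNA duplex (100 nM) by 20 nM WRN with 2 mM ATP, all final. Compounds were preincubated with enzyme 15 min at room temperature.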
aSyn yeast inh – alpha-synuclein toxicity inhibition in yeast | Yeast expressing alpha-synuclein, growth rescue, BacTiter-Glo, 24 h | Potency, µM (highest dose often 46.1 µM), inactives show at the highest dose growth rescue (activation), hits mostly activators | 370,000 tested, 0.14% active | AID 652106; further: potency means the concentration at half of the fitted maximal effect; % of control where 0% means no effect; nearly all actives have a fitted effect of over 65% in size
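Galactose-induced alpha-syn yeast (OD600=0.02, raffinose-pregrown) + pinned cpd, 24 hr, 30 deg C; growth by BacTiter-Glo luminescence. Growth restoration scores as activation.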
* hit, by the source's call; ? = inconclusive; · = not tested or not shown; [ ] = dose if it differs, or a comment. Unless noted, the call rests on the fitted dose curve; in most records, active means well fitted curve in the direction sought with a large enough effect; inconclusive means small, poorly fitted or top-dose-only effect, or another doubt; inactive means no such curve, though single readings can be large; an effect the other way counts as inactive or inconclusive.

SMILES	EPAC1 ag	IL-2 act	PLK1 PBD inh	Abeta yeast res	EPAC1 antagonist	FUS suppressor	PI5P4Ka inh	WRN inhibitor	aSyn yeast inh
COc1ccc(-c2cc(C(=O)NCc3cccc(C(F)(F)F)c3)[nH]n2)c(C)c1	-13.3%	-0.8	-0.7%	-9.0%	-6.9%	-27.7%	-4.6	-1.9%	1.2%
O=C(N/N=C\c1cc(Br)ccc1O)c1ccc(S(=O)(=O)N2CCCCC2)cc1	17.0%	-3.2	-3.3%	-21.1%	1.8%	-4.7%	-2.8	-3.2%	-1.6%
CC(=O)Nc1nnc(SCC(=O)Nc2ccc(N3CCOCC3)c(Cl)c2)s1	-12.0%	-1.1	-12.0%	-18.2%	-11.1%	4.1%	1.1	7.2%	-1.3%
Oc1ccc(N2CCN(C(=S)NCCc3ccccc3)CC2)cc1	-3.3%	1.0	-28.6%	-32.0%[inhibitor]	-4.8%	13.8%	-22.1	-16.5%	10.1%
CN(C(=O)c1cccc(NC(=O)Cc2ccc(NC(=O)C3CCN(C(=O)C4CCC4)CC3)cc2)c1)C1CCCC1	-6.8%	0.0	-15.3%	-6.3%	0.0%	32.3%	-5.6	-4.6%	2.7%
O=C(CN1CCN(c2ccccc2F)CC1)c1ccc(O)cc1O	13.0%	0.8	5.1%	·	-5.3%	-6.8%	-2.0	-3.2%	2.4%
COc1ccc(-n2ncc3c(NCc4cccnc4)ncnc32)cc1	1.6%	-1.0	0.5%	-15.1%	2.9%	-25.6%	·	-1.2%	10.8%
Oc1ccc(C2N=C(c3ccccc3)NC(c3ccccc3)=N2)cc1	4.5%	-4.0	-13.0%	8.0%	-0.1%	21.8%	-6.5	0.3%	-2.5%
CCc1ccc(S(=O)(=O)Nc2cc3c(cc2C)n(C)c(=O)n3C)cc1	0.1%	-1.1	1.5%	9.0%	-14.5%	-2.6%	6.0	-8.3%	-0.8%
CC(C)Cc1nnc(NC(=O)CCC(=O)NC2CCCC2)s1	10.4%	-0.7	2.9%	1.6%	-16.4%	-16.8%	-3.2	-3.8%	-0.9%
COc1c(Cl)cc(Cl)cc1C(=O)Nc1ccc(NC(=O)c2cccs2)cc1	-5.2%	-2.2	-5.7%	-15.0%	17.6%	8.4%	·	-5.2%[57.1 µM]	-2.5%
Cc1ccc(C)c(Oc2cc(NC(=O)CCCn3nc(C)c([N+](=O)[O-])c3C)cc([N+](=O)[O-])c2)c1	8.2%	0.4	-5.6%	11.9%	-7.2%	10.2%	27.1	0.0%	13.8%
O=C(Cn1cc2c(n1)CCCCC2)NCc1ccccn1	9.3%	-1.9	-16.1%	-11.3%	-6.9%	-11.8%	-7.8	-4.1%	-1.3%
Cc1cc(Cl)ccc1OCC(=O)NCC(c1cccs1)N1CCOCC1 (configuration not stated)	5.1%	-1.9	-6.6%	15.2%	-11.8%	-3.3%	15.3	-6.5%	-1.5%
O=C(NCCn1ccc2ccccc21)c1ccc(S(=O)(=O)N2CCCCC2)cc1	0.5%	-1.2	-1.2%	7.4%	-1.4%	?	-1.6	-1.5%	8.1%
Cc1cc(=O)oc2c(CN3CCCCC3)c(O)c(Cl)cc12	-15.9%	-0.3	-2.9%	-6.2%	11.3%	-3.6%	2.3	1.2%	-14.6%
COc1ccc(-c2[nH]ncc2/C=N\NC(=O)c2ccc(C(C)(C)C)cc2)cc1OC	-12.5%	-4.8	-11.3%	8.3%	?	?	-14.4	-22.6%	1.5%
CCc1ccc(NC(=O)NCCN2CCc3ccccc3C2)cc1	4.3%	-1.5	?	27.8%	-6.4%	-12.3%	0.3	2.1%	-16.2%
COc1cc(C(=O)NC2CCCc3ccccc32)cc(OC)c1C (configuration not stated)	-1.4%	-0.6	1.6%	7.3%	12.3%	0.2%	0.9	3.6%	3.7%
COc1cc2c(-c3cc(F)cc(F)c3)c(-c3ccsc3)oc(=O)c2cc1OC	6.5%	-2.9	-9.2%	-10.4%	-13.8%	-13.8%	2.7	-1.9%	-8.7%

Full records from above. Order of values: EPAC1 ag | IL-2 act | PLK1 PBD inh | Abeta yeast res | EPAC1 antagonist | FUS suppressor | PI5P4Ka inh | WRN inhibitor | aSyn yeast inh
COc1cc2c(-c3cc(F)cc(F)c3)c(-c3ccsc3)oc(=O)c2cc1OC is listed as 6.5% | -2.9 | -9.2% | -10.4% | -13.8% | -13.8% | 2.7 | -1.9% | -8.7%
Cc1ccc(C)c(Oc2cc(NC(=O)CCCn3nc(C)c([N+](=O)[O-])c3C)cc([N+](=O)[O-])c2)c1 is listed as 8.2% | 0.4 | -5.6% | 11.9% | -7.2% | 10.2% | 27.1 | 0.0% | 13.8%
CCc1ccc(NC(=O)NCCN2CCc3ccccc3C2)cc1 is listed as 4.3% | -1.5 | ? | 27.8% | -6.4% | -12.3% | 0.3 | 2.1% | -16.2%
CCc1ccc(S(=O)(=O)Nc2cc3c(cc2C)n(C)c(=O)n3C)cc1 is listed as 0.1% | -1.1 | 1.5% | 9.0% | -14.5% | -2.6% | 6.0 | -8.3% | -0.8%
O=C(N/N=C\c1cc(Br)ccc1O)c1ccc(S(=O)(=O)N2CCCCC2)cc1 is listed as 17.0% | -3.2 | -3.3% | -21.1% | 1.8% | -4.7% | -2.8 | -3.2% | -1.6%

(continued)
SMILES	EPAC1 ag	IL-2 act	PLK1 PBD inh	Abeta yeast res	EPAC1 antagonist	FUS suppressor	PI5P4Ka inh	WRN inhibitor	aSyn yeast inh
Cn1c(-c2ccccc2Br)n[nH]c1=S	1.0%	0.1	-18.8%	8.0%	2.8%	9.1%	-8.8	7.1%	-13.1%
Cn1c(CCNC(=O)c2ccccc2)nc2cc(NC(=O)C3CCCCC3)ccc21	-2.3%	-2.8	-0.4%	11.9%	2.2%	7.8%	·	-4.2%	2.5%
O=[N+]([O-])c1ccc(O)c(C(C#Cc2ccccc2)N2CCOCC2)c1 (configuration not stated)	10.8%	-3.1	-10.0%	5.1%	?	38.7%	3.0	-18.8%	1.5%
COC(=O)CNC(=O)C1CCC(CNS(=O)(=O)c2cccc3nsnc23)CC1 (configuration not stated)	10.0%	-3.2	1.0%	5.0%	1.5%	0.5%	1.9	-6.6%	3.7%
O=C(CSc1nnc(-c2ccc(Cl)cc2)o1)N1CCOCC1	-2.7%	4.3	1.1%	-11.9%	7.4%	-5.8%	17.2	-2.1%	2.1%
COc1cccc(OC)c1C(=O)n1nc(C)cc1C	2.6%	-2.8	0.7%	0.0%	-0.5%	6.6%	-3.8	-5.5%	-5.3%
Cc1c(Cl)cccc1NC(=S)N(CCCN1CCOCC1)Cc1cccs1	2.3%	0.5	-5.8%	8.8%	-18.8%	15.7%	6.9	-6.0%	1.9%
COc1ccccc1NC(=O)COC(=O)CCc1ccc(S(=O)(=O)N2CCOCC2)cc1	9.6%	0.5	-10.8%	1.1%	-28.6%	17.4%	1.1	-4.2%	-6.3%
NC(=O)c1ccc(NCCc2cccs2)cc1	-8.4%	0.4	-3.5%	-13.8%	-19.3%	-22.2%	-4.1	-3.6%	-9.8%
O=S(=O)(NCCc1ccc(F)cc1)c1cc(C(F)(F)F)ccc1Br	-22.9%	-0.1	0.2%	4.9%	-14.6%	-7.0%	3.4	-5.7%	0.4%
Cn1cc(CNCc2ccc(OC(F)(F)F)cc2)c(-c2ccc3c(c2)OCCO3)n1	-11.5%	-0.7	-2.7%	2.8%	-20.0%	?	7.6	-7.8%	-2.1%
CCn1ncc(C2=NOC(C(=O)Nc3cccc(C(C)=O)c3)C2)c1C (configuration not stated)	5.1%	0.2	-10.8%	-22.4%	1.5%	14.7%	·	-4.6%	0.2%
CCOC(=O)Nc1ccc(OCc2nnc3c4ccccc4c(C)nn23)cc1	15.1%	2.5	-10.4%	-8.7%	2.4%	6.4%	8.8	-16.6%	-16.9%
CN1CCc2c(sc3c2C(=O)NC(c2cn(Cc4ccccc4)c4ccccc24)N3)C1 (configuration not stated)	10.9%	0.8	1.8%	-9.2%	-15.6%	·	-13.4	?	0.1%
C=CCn1c(SCC(=O)NCC(c2ccccc2)N(C)C)nc2sc3c(c2c1=O)CCC3 (configuration not stated)	10.4%	0.3	-6.3%	0.1%	-23.7%	-0.5%	0.3	-0.4%	2.0%
Cc1ccc(N(CC(=O)NC2CC2)S(=O)(=O)c2ccccc2)c(C)c1	-0.8%	-3.9	-2.5%	8.8%	31.2%[activator]	15.9%	0.2	5.2%	0.7%
CSCCC(NC(=O)c1cc([N+](=O)[O-])ccc1Cl)C(=O)O (configuration not stated)	4.9%	0.8	-6.5%	20.9%	-12.9%	·	3.5	-0.5%	-0.2%
COc1ccccc1NC(=O)c1cn(C)c(=O)c2cc(OC)c(OC)cc12	-3.6%	3.1	0.6%	3.4%	4.8%	5.5%	-3.3	4.7%	4.0%
CC(=O)c1ccc(NC(=O)c2ccc3c(c2)C(=O)N(c2ccccn2)C3=O)cc1	-4.7%	-0.3	-6.3%	-6.0%	?	15.3%	-10.8	-5.5%	0.1%
NS(=O)(=O)c1ccc(CCNC(=O)c2ccc(Cl)s2)cc1	2.1%	-1.4	-8.5%	-10.5%	10.1%	2.6%	1.6	0.7%	-1.0%
COC(=O)C1CCCN1C(=O)C1CCCN1C(=O)CNC(=O)OCc1ccccc1 (configuration not stated)	-2.2%	0.2	-0.9%	17.6%	-2.4%	-8.3%	-1.0	2.7%	-6.5%
O=C(CN1C(=O)c2ccccc2S1(=O)=O)NCc1cccnc1	7.6%	-0.6	-4.2%	-0.7%	-11.9%	-3.7%	·	-5.4%	0.1%
CCN(CC(=O)NCc1ccc(F)cc1)C(=O)CCNS(=O)(=O)c1cccc(C)c1	1.6%	-0.4	-9.5%	-3.0%	1.5%	-3.3%	1.1	3.0%	-2.5%
COc1ccc(CNC(=S)Nc2ccc3nc(N4CCN(C)CC4)cc(C)c3c2)cc1	-0.3%	0.6	-1.5%	-9.7%	-13.8%	7.1%	18.2	-4.7%	-0.1%
CC(=O)NS(=O)(=O)c1ccc(NC(=O)C2c3ccccc3Oc3ccccc32)cc1	-8.1%	0.8	-12.7%	-4.6%	1.5%	12.4%	1.9	0.3%	-9.7%
